Bioassay records (PubChem BioAssay)
IP6K1 inh = IP6K1 kinase inhibition. Q92551. IP6K1 kinase, ADP-Glo luminescence, 2 h; hits give low values. activity change, % (series mostly up to about 58 µM). 0.81% of 140,000 active. AID 1645851; in the data active = activity change below about -25%
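ADP-Glo luminescence measures ADP made by human IP6K1 during a 2 h RT reaction with ATP/IP6 (mix at 1.3 mM/130 uM); top library doses 57.5 and 19.1 uM final.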
GPT2 inh = blocks human glutamate pyruvate transaminase 2 | Q8TD30 | 0.25% of 100,000 active | Recombinant GPT2, coupled pyruvate oxidase/HRP Amplex Red fluorescence | Potency, µM (top dose mostly 57.7 µM), for the others: top-dose activity change, negative = inhibition, hits mostly inhibitors; note: potency is the fitted concentration of half-maximal effect; nearly all actives have a fitted effect of over 60% in size; many of its hits are not listed in these tables
Target sequence (Q8TD30 whole entry, looked up): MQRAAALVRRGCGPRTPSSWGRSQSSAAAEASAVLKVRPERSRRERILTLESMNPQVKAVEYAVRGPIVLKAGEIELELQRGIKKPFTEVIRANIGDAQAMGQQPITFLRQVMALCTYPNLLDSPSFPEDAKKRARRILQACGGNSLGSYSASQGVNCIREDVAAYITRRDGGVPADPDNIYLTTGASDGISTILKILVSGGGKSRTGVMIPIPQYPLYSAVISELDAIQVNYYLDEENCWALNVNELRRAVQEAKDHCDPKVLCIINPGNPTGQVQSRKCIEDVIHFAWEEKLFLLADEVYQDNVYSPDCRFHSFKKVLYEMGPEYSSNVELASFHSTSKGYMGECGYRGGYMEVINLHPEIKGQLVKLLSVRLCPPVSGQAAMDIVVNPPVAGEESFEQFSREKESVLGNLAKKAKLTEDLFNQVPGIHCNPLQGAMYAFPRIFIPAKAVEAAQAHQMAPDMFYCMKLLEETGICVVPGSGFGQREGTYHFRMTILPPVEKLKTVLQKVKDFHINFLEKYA
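Fluorescence read-out: pyruvate from GPT2 turnover coupled to pyruvate oxidase, HRP and Amplex Red (0.2mM ThPP, 0.2U/mL PO and HRP, 50uM Amplex final). Substrates 250uM a-KG, 2mM L-alanine; enzyme 10ng/uL; 30 min RT.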
HEK cytotox = HEK 293 cell cytotoxicity; HEK 293 viability, ATP luminescence (CellTiter-Glo), 48-72 h; Potency, µM (titrated, usually from 115 µM), inactives show top-dose activity change, negative = cytotoxicity, actives largely listed as inhibitors; 6.6% of 94,000 active; note: potency is the fitted concentration of half-maximal effect; nearly all actives have a fitted effect of over 60% in size
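Cells seeded first (HEK 293, 250 cells/well), then compound added by pintool. Incubation ran 48 or 72 hr at 37 degree Celsius. CellTiter-Glo was added and luminescence imaged after 10 min at room temperature.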
SNCA expr inh = reduces expression of the alpha-synuclein gene; AID 1671194; Potency, µM (top dose mostly 57.2 µM), for the others: top-dose activity change, negative = inhibition, hits mostly inhibitors; 0.17% of 140,000 active; HEK-293 SNCA-luciferase knock-in, luminescence, 24 h;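 note: potency is the fitted concentration of half-maximal effect; plate controls were DMSO cells for no effect and cell-free wells for full effect; nearly all actives have a fitted effect of over 45% in size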
FLuc inh = blocks purified firefly luciferase enzyme activity; P08659; purified P. pyralis luciferase, luminescence, biochemical; Potency, µM (highest dose often 115 µM), inactives show top-dose activity change, negative = inhibition, usual class: inhibitors; 2.5% of 76,000 active; AID 1347043; note: potency is the fitted concentration of half-maximal effect; nearly all actives have a fitted effect of over 65% in size
Target sequence (P08659 whole entry, looked up): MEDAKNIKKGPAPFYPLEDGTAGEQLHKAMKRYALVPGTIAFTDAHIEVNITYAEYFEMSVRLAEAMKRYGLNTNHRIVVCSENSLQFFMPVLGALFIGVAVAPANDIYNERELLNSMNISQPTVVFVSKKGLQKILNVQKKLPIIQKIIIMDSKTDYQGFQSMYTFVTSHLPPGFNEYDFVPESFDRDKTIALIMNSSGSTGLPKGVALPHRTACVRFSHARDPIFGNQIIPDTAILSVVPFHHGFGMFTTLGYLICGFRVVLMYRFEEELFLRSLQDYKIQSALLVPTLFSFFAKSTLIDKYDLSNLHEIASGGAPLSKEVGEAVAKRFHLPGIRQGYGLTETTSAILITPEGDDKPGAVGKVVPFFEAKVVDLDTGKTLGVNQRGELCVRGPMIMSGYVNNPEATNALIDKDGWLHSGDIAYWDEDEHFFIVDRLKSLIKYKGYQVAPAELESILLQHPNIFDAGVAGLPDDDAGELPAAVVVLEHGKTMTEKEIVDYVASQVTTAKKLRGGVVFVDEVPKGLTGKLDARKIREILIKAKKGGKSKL
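Luminescence read by CCD imager after adding enzyme (10nM final) to wells holding compound, titrated in qHTS. Substrates 10uM each D-luciferin and ATP; buffer 50mM Tris acetate pH 7.5, 10mM Mg acetate, Tween-20, BSA.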
NIH3T3 tox = kills NIH 3T3 cells | 4.3% of 94,000 active | Potency, µM (titrated, usually from 96.7 µM), for inactives: at the top dose activity change, negative = cytotoxicity, most hits filed as inhibitors | NIH 3T3 viability, CellTiter-Glo ATP luminescence, 48-72 h; note: potency is the fitted concentration of half-maximal effect; nearly all actives have a fitted effect of over 55% in size
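Luminescent ATP readout (CellTiter-Glo, 10 min RT) after 48 or 72 hr compound exposure of NIH 3T3 cells seeded at 400 cells/well in 1536-well format; quantitative HTS.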
HEK293 viab = cell viability loss counter-screen. 0.12% of 150,000 active. AID 1671193. Potency, µM (doses to about 57.1 µM), for the others: at the highest dose activity change, negative = cytotoxicity, actives largely listed as cytotoxic. HEK-293-SNCA-luc viability, GF-AFC fluorescence, 24 h;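 note: potency is the fitted concentration of half-maximal effect; 0% = DMSO-treated cells and -100% = medium-only wells without cells; nearly all actives have a fitted effect of over 30% in size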
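HEK-293-SNCA-luc cells (1500/well) plated 24 h, then exposed 24 h to a dilution series; GF-AFC added 30 min at 37C, fluorescence 405/540 nm; normalised to medium-only and DMSO wells, Hill fit.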
* marks the source's active call; other numbers are inactive results; i = inactive; ? = inconclusive; / = not tested or not shown; & = joins results of further samples; [ ] = remark or other dose. Unless noted, calls come from the whole dose curve; as a rule, active = well fitted curve in the direction sought with a large enough effect; inconclusive = small, poorly fitted or top-dose-only effect, or another doubt; inactive = no such curve, though single readings can be large; an effect the other way counts as inactive or inconclusive. Unless noted, % is set by controls: 0 for no effect and ±100 for the full control effect. Only part of the results is shown; count on the stated rates, not on these rows.

Letters: A = IP6K1 inh; B = GPT2 inh; C = HEK cytotox; D = SNCA expr inh; E = FLuc inh; F = NIH3T3 tox; G = HEK293 viab
> COc1ccc(S(=O)(=O)N(CC(=O)NCCSc2ccc(C)cc2)c2ccc(C)cc2)cc1
  A: 26; B: /; C: /; D: 33%; E: /; F: /; G: 1%

> COc1ccccc1NC(=O)CSc1nc(-c2ccc(C)cc2)nc2c1Cc1c(CO)cnc(C)c1O2
  A: -1; B: /; C: /; D: -13%; E: /; F: /; G: 13%

> O=C(NC1CN(c2ccnc3ccnn23)C1)c1cncc(Br)c1
  A: 3; B: -8%; C: ?; D: -9%; E: /; F: -26%; G: 2%

> Cc1ccc(CNC(=O)CCCn2c(=O)c3ccccc3n(Cc3ccccc3Cl)c2=O)cc1
  A: 8; B: /; C: /; D: 34%[activator]; E: /; F: /; G: 8%

> COCC(=O)N[C@@H]1CN(Cc2ccc(C)c(C)c2)C[C@H]1CO
  A: -8; B: -12%; C: -1%; D: 2%; E: 2%; F: -2%; G: -12%

> COCCCNC(=O)c1ccc(Cn2c(SCc3ccc(F)cc3)nc3cccnc32)cc1
  A: 6; B: /; C: /; D: 14%; E: /; F: /; G: -27%

> CCCS(=O)(=O)N[C@H]1C[C@@H](c2nc(-c3ccc(OC)cc3)no2)N(C)C1
  A: 3; B: i; C: ?; D: 12%[87.6 µM]; E: ?; F: -7%[174 µM]; G: -18%[87.6 µM]

> COc1cccc(-c2ccc3c(n2)CN(Cc2ccc(F)cc2)C(=O)CO3)c1
  A: 1; B: i; C: 89µM*; D: -11%[87.6 µM]; E: 8%[172 µM]; F: ?; G: -23%[87.6 µM]

> Cc1ncc2n1C(=O)N(C1CCN(Cc3ccc(F)cc3)CC1)C2
  A: 10&5; B: 1%&-2%[88.5 µM]; C: ?; D: ?; E: 8%&0%[172 µM]; F: -25%&-17%[138 µM]; G: ?

> COCCNC(=O)[C@H]1C[C@H](Oc2cccnc2)CN1C(=O)c1cccc(OC)c1
  A: 4; B: i; C: i; D: 8%; E: -10%; F: 4%; G: 0%

> OC[C@H]1O[C@@H](n2cnc3c(NC4CCCC4)ncnc32)[C@H](O)[C@@H]1O
  A: /; B: -9%; C: /; D: 39%[activator]; E: /; F: /; G: 3%

> CC(=O)N1CCCCCC1c1nc(-c2cccnc2)no1 (stereo not given)
  A: 28; B: -11%; C: -7%; D: -26%; E: 2%; F: -23%; G: 5%

> Cc1ccc2c(=O)cc(C(=O)Nc3ccc(S(=O)(=O)N4CCCCCC4)cc3)oc2c1
  A: -13; B: /; C: /; D: -7%; E: /; F: /; G: 4%

> COc1ccc(S(=O)(=O)NCCc2sc3nc(-c4ccc(C)cc4)nn3c2C)cc1F
  A: 4; B: /; C: /; D: ?; E: /; F: /; G: ?

> O=C(COc1ccccc1Cl)Nc1ccc2nc(SCC(=O)N3CCCC3)sc2c1
  A: 21; B: /; C: /; D: -6%; E: /; F: /; G: -2%

> CCCCCn1c(=O)[nH]c2cc(C(=O)Nc3ccc(F)cc3)ccc2c1=O
  A: 17; B: /; C: /; D: 2%; E: /; F: /; G: -18%

> Cc1ccc(C(=O)N2CCN(C(=O)c3nc4cccnc4n(CCc4ccccc4)c3=O)CC2)cc1
  A: 5; B: i; C: ?; D: -2%; E: /; F: -22%; G: 1%

> CC1CCCCN1CCCNC(=O)Cn1ncc2c3ccccc3n(Cc3ccccc3)c2c1=O (stereo not given)
  A: 8; B: /; C: /; D: -17%; E: /; F: /; G: 8%

> CNC(=O)[C@@H]1C[C@@H](n2cc(CN(C)C(=O)c3cccc(F)c3F)nn2)CN1
  A: 25; B: -1%; C: 2%; D: -17%; E: -1%; F: 3%; G: -1%

> Cn1c(Cn2cncn2)nnc1C1CCN(Cc2ccc3ccccc3n2)CC1
  A: -17; B: -14%; C: 2%; D: 25%; E: -22%; F: -22%; G: 3%

Compound profiles, from the list above. Order of screens: IP6K1 inh, GPT2 inh, HEK cytotox, SNCA expr inh, FLuc inh, NIH3T3 tox, HEK293 viab
Cn1c(Cn2cncn2)nnc1C1CCN(Cc2ccc3ccccc3n2)CC1 is listed as -17, -14%, 2%, 25%, -22%, -22%, 3%
CCCS(=O)(=O)N[C@H]1C[C@@H](c2nc(-c3ccc(OC)cc3)no2)N(C)C1 is listed as 3, i, ?, 12%[87.6 µM], ?, -7%[174 µM], -18%[87.6 µM]
CNC(=O)[C@@H]1C[C@@H](n2cc(CN(C)C(=O)c3cccc(F)c3F)nn2)CN1 is listed as 25, -1%, 2%, -17%, -1%, 3%, -1%
Cc1ccc2c(=O)cc(C(=O)Nc3ccc(S(=O)(=O)N4CCCCCC4)cc3)oc2c1 is listed as -13, /, /, -7%, /, /, 4%
O=C(NC1CN(c2ccnc3ccnn23)C1)c1cncc(Br)c1 is listed as 3, -8%, ?, -9%, /, -26%, 2%

Next entries follow:
Letters: A = IP6K1 inh; B = GPT2 inh; C = HEK cytotox; D = SNCA expr inh; E = FLuc inh; F = NIH3T3 tox; G = HEK293 viab
> COCCN1C(=O)CCc2cc(NC(=O)c3ccc(C)c(C)c3)ccc21
  A: 6; B: -24%; C: ?; D: 102%[activator]; E: ?; F: ?; G: 7%

> COCCNC(=O)[C@@H]1C[C@@H](O)CN1C1CCN(C(=O)c2ccc3ncccc3c2)CC1
  A: 5; B: i; C: i; D: -6%; E: 6%; F: i; G: -1%

> O=C(CCc1nnn2c1CN(C(=O)Cc1c[nH]c3ccccc13)CC2)N1CCCC1
  A: -2; B: 5%; C: -9%; D: -16%; E: 1%; F: i; G: -5%

> Nc1ccc(-c2ccc3ccccc3n2)cc1
  A: /; B: ?; C: /; D: ?; E: /; F: /; G: -2%

> CCC(=O)N1Cc2ccccc2CC2(CCN(Cc3cccnc3)C2)C1 (stereo not given)
  A: -7; B: i; C: -10%; D: 33%[activator]; E: /; F: -11%; G: -5%

> NCc1cccc(-c2ccc3c(c2)C(=O)N2CC[C@H](NC(=O)NC4CCCCC4)[C@H]2C(=O)N3)c1
  A: 13; B: ?; C: -23%; D: -13%; E: -4%; F: -18%; G: 1%

> O=C(Cn1cc(C(=O)c2cccs2)c2ccccc21)Nc1ccc(Br)cc1
  A: 4; B: /; C: /; D: 38%[activator]; E: /; F: /; G: -6%

> Cc1ccc(CN2CCc3c(cc(C(=O)O)n3C)C2)cc1
  A: -2; B: -4%; C: -5%; D: 7%; E: -3%; F: -17%; G: 15%

> CCN1c2cc(C(=O)NCc3ccc(F)cc3)ccc2C(=O)N2CCCCCC21 (stereo not given)
  A: 10; B: i; C: ?; D: -16%; E: 0%; F: ?; G: 20%[12.5 µM]

> O=C(c1cc2c(s1)CN(C1CCCC1)C2)N1CCCCCC1
  A: -4; B: i; C: ?; D: 49%[activator]; E: -18%; F: ?; G: 2%

> CNC(=O)[C@@H]1CN(C(=O)c2ccc(C)nc2)C[C@H]1CO
  A: -4; B: i; C: i; D: -31%; E: 5%; F: i; G: -15%

> Cc1cccc(C)c1OCc1nc2c3cnn(-c4ccccc4Br)c3ncn2n1
  A: 5; B: /; C: /; D: 2%; E: /; F: /; G: 2%

> COC[C@@H]1CN(Cc2ccccn2)C[C@H]1C(=O)N(C)C
  A: -6; B: -6%; C: -26%; D: -7%; E: 6%; F: -6%; G: 1%

> COc1ccc(Nc2ccnc(N3CCC(NC(=O)c4ccccc4)CC3)n2)cc1
  A: -3; B: i; C: 35µM*; D: 2%; E: /; F: ?; G: -9%

> CCCc1nc2sc3c(N4CCC(C)CC4)ncnc3c2c2c1CCCC2
  A: -17; B: /; C: /; D: 18%; E: /; F: /; G: -10%

> COC(=O)C1=CO[C@@H](O[C@@H]2O[C@H](CO)[C@@H](O)[C@H](O)[C@H]2O)[C@H]2[C@@H]1[C@H](O)C[C@]2(C)O
  A: 16; B: ?; C: /; D: /; E: /; F: /; G: -16%[23.9 µM]

> CC(C)(C)c1cc(CN2CCN(CC(O)c3ccc(Cl)cc3)CC2)cc(C(C)(C)C)c1O (stereo not given)
  A: 2; B: -28%; C: /; D: /; E: /; F: /; G: -28%

> O=C(NCCc1ccccc1Cl)c1ccc2c(c1)nc1n2CCCCC1
  A: -8; B: /; C: /; D: -74%; E: /; F: /; G: -3%

> COc1ccc(S(=O)(=O)N2CCC(C(=O)Nc3ccccc3)CC2)cc1OC
  A: -7; B: /; C: /; D: 24%; E: /; F: /; G: 5%

> COc1ccc(OC)c(C2CC(=O)Oc3c2c(=O)n(C)c2ccccc32)c1 (stereo not given)
  A: -12; B: /; C: /; D: ?; E: /; F: /; G: -13%

> NC(=O)c1cc(S(=O)(=O)NCC2CCC(C(=O)Nc3ccc(Cl)cc3)CC2)cs1 (stereo not given)
  A: 1; B: /; C: /; D: 3%; E: /; F: /; G: 11%

> O=C(Cc1ccc(F)cc1)N1CCN(c2ccnc3ccnn23)CC1
  A: -13; B: i; C: ?; D: -8%[87.6 µM]; E: /; F: -29%[138 µM]; G: 1%[87.6 µM]

> CC(=O)N1CCc2nn(CC(=O)Nc3ccccc3C(C)C)c(=O)cc2C1
  A: 0; B: 4%; C: 0%; D: 15%; E: -8%; F: -13%; G: -1%

> CN1C(=O)CS(=O)(=O)C12CCN(C(=O)C1(c3ccccc3)CC1)CC2
  A: 4; B: -8%; C: -2%; D: 20%; E: 0%; F: -3%; G: -3%

> Fc1ccc(-n2ncc3c(NC4CCCCCC4)ncnc32)cc1
  A: 17; B: /; C: /; D: 48%[activator]; E: /; F: /; G: -5%

> COc1ccc2[nH]cc(CCNC(C)=O)c2c1
  A: -4; B: ?; C: /; D: -6%; E: /; F: /; G: 1%

> Cc1ccc(CN2C(=O)[C@@H]3C[C@@H](O)CN3C3(CN(CCC(C)C)C3)C2=O)o1
  A: -7; B: 3%[88.5 µM]; C: 0%[172 µM]; D: 12%[87.6 µM]; E: -6%[172 µM]; F: -5%[174 µM]; G: 7%[87.6 µM]

> COc1ccc2c(c1)c1c(c(=O)n(CCc3ccccc3)c(=O)n1Cc1cccc(C)c1)n2C
  A: 18; B: /; C: /; D: -6%; E: /; F: /; G: -6%

> COc1ccccc1NC(=O)N1CCCC1c1nncn1C1CCCC1 (stereo not given)
  A: 3; B: i; C: 4%; D: ?; E: -2%; F: i; G: -3%

> CN1c2cc(C(=O)Nc3ccc4c(c3)CCC4)ccc2C(=O)N2CCCCC21 (stereo not given)
  A: 7; B: i; C: ?; D: 64%[activator]; E: 28µM*; F: ?; G: -9%[12.5 µM]

> CN1CCC(NC[C@H]2O[C@@H](CO)[C@@H](O)[C@H]2N2CCN(c3ncccn3)CC2)CC1
  A: -14; B: i; C: i; D: -8%; E: -3%; F: i; G: 0%

> COc1ccccc1C(=O)N1CCCC(c2nn[nH]n2)C1 (stereo not given)
  A: -5; B: i; C: i; D: 3%; E: 8%; F: 3%; G: 4%
